Screening results: PubChem BioAssay, The Scripps Research Institute Molecular Screening Center
OXTR potentiator: human OXTR potentiation; CHO-OTR cells, Fluo-8 calcium fluorescence, potentiator mode; 0% = oxytocin EC15, 100% = EC100; activation, % at 3 µM; 320,000 tested, 0.061% active; P30559; AID 2445;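 active = activation above that plate's cutoff, the mean activation of tested compounds plus 3 SD, cut at about 6.6% in these data, passing the limit was not always enough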;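 note: 100% uses oxytocin at 75 nM as the full agonist control; some results filed as inactive read as strong as hits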
Target sequence (P30559 whole entry, looked up): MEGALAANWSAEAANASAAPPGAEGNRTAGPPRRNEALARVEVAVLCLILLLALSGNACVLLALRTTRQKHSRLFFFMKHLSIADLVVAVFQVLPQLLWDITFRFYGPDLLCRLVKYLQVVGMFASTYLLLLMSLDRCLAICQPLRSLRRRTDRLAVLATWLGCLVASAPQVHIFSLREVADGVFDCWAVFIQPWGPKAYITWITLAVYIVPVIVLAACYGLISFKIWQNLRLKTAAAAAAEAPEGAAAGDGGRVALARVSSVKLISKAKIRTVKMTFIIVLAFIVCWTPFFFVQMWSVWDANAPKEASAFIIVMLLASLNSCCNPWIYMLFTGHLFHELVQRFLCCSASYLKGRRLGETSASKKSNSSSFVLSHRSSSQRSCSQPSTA
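Material: CHO-OTR cells, human receptor; compound dosing: single dose, 3.0 µM nominal final compound concentration; schedule: 6 min compound pre-incubation at room temperature, 100 s kinetic read; measured by: kinetic Fluo-8 calcium fluorescence; read-out basis: % activation vs EC15 and EC100 oxytocin; controls: EC15 oxytocin alone as 0%, 75 nM oxytocin as 100%; replicates: singlicate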
CHO-K1 Ca antag: nonselective inhibitor or artifact in parental CHO-K1 cells; ATP-induced calcium, Fluo-8 fluorescence; 360,000 tested, 0.6% active; inhibition, % at 3 µM;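 active = inhibition above a per-plate cutoff, the plate's mean sample inhibition plus 3 SD, cut at about 24% in these data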;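 note: 0% = DMSO plus EC80 ATP and 100% = DMSO alone without ATP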
M1 PAM parental: counter-screen for M1 PAMs: effect in parental CHO-K1 cells | activation, % at 3 µM | ATP EC20, Fluo-8 calcium fluorescence; 0% at ATP EC20, 100% at ATP max | 360,000 tested, 0.02% active | AID 602247;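 active = activation above the run cutoff, the mean activation of all test compounds plus 3 SD, cut at about 40% in these data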;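 note: peak over basal fluorescence ratio in a 140 s read after ATP addition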
CHO parental Ca: counter-screen for OX1R antagonists: effect in parental CHO cells; AID 463079; inhibition, % at 5.6 µM; parental CHO-K1, ATP-induced calcium, Fluo-8 fluorescence; 330,000 tested, 0.63% active;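 active = inhibition above that plate's mean sample inhibition plus 3 SD, cut at about 26% in these data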;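 note: 0% = ATP-challenged DMSO wells and 100% = DMSO wells without ATP; some compounds past the cut are filed as inactive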
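Assay system: parental CHO cells; Read-out basis: percent inhibition of ATP-evoked calcium rise, normalized to controls; Benchmarks: ATP and no-ATP DMSO wells; Compound dosing: single nominal dose of 5.6 µM per compound; Signal: Fluo-8 calcium dye fluorescence; Also added: ATP as calcium-mobilizing challenge; Repeats: singlicate.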
V1aR counter: activates human V1a receptor in oxytocin agonist counter-screen | P37288 | CHO-V1R cells, Fluo-8 calcium fluorescence, agonist mode; 0% DMSO, 100% 3 nM vasopressin | activation, % at 3 µM | 320,000 tested, 0.25% active | AID 2797;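 active = activation above the mean activation of all tested compounds plus 3 SD, per screening run, cut at about 20% in these data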;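 note: signal is peak over basal fluorescence ratio across a 100 second FLIPR read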
GPR7 antag: blocks human GPR7 receptor signaling. GPR7-expressing cells, fluorescence antagonist assay. 290,000 tested, 1.1% active. inhibition, % at 4.4 µM; in the data active = inhibition above about 16%, passing the limit was not always enough;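 note: cells stimulated with the agonist NPW; 0% = agonist with vehicle and 100% = vehicle without agonist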
OXTR agonist: activates the human oxytocin receptor; P30559; CHO-OTR cells, Fluo-8 calcium fluorescence; normalized: DMSO 0%, oxytocin 100%; activation, % at 3 µM; 320,000 tested, 0.32% active;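 active = activation above the mean of all tested compounds plus 3 SD, cutoff set per screening run, cut at about 20% in these data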;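 note: peak over basal fluorescence ratio from a 100 s FLIPR kinetic read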
M1 ag parental: counter-screen for M1 agonists: effect in parental CHO-K1 cells; Fluo-8 calcium fluorescence; scaled to maximal ATP response, vehicle zero; 360,000 tested, 0.48% active; activation, % at 3 µM; AID 602248; in the data active = activation above about 15%;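 note: untransfected CHO-K1 host cells lacking M1 receptor as counterscreen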
TAAR1 antag: human TAAR1 antagonism; AID 624466; 360,000 tested, 1.5% active; inhibition, % at 3 µM; Q96RJ0; CHO RD-HGA16 TAAR1, Fluo-8 calcium fluorescence, antagonist;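 active = inhibition above a per-plate cutoff, the mean inhibition of test compounds on that plate plus 3 SD, cut at about 49% in these data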;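 note: 0% = DMSO plus EC80 beta-PEA response and 100% = DMSO alone without agonist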
Target sequence (Q96RJ0 whole entry, looked up): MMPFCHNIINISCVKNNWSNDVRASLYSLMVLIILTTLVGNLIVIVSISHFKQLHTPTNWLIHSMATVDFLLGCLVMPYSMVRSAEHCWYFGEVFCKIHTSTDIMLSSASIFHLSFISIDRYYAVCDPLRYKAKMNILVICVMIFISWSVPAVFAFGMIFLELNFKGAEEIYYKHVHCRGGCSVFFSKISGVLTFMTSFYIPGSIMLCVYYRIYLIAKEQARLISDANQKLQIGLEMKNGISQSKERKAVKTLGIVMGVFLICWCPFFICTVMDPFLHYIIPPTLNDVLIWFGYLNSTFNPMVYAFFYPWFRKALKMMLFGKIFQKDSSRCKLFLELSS
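Test system – hTAAR1-expressing CHO RD-HGA16 cells, Gα16-coupled · Also added – β-PEA at EC80 concentration, post-compound challenge · Compound – 3 µM, single point · Incubation – dye loading 75 min at 37 °C, then 30 min room temperature · Measured by – Fluo-8 intracellular calcium dye fluorescence, real-time kinetic reads · Benchmarks – vehicle and agonist controls · Replicates – singlicate, one well per test compound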
Starred values were filed as active, the others as inactive; · = no result given.

molecule	OXTR agonist	GPR7 antag	V1aR counter	TAAR1 antag	M1 ag parental	OXTR potentiator	CHO-K1 Ca antag	CHO parental Ca	M1 PAM parental
COc1cc(NC(=O)CCNC(=O)N2CC(=O)Nc3ccccc32)cc(OC)c1OC	·	·	·	11	0.3	·	-4	·	10
COc1cccc(CC(=O)OCC(=O)NC2CCCC2)c1	1.7	·	1.1	3	0.4	-8	-12	-8	0
CCc1ccc(C(C(=O)NC2CCCCC2)N(C(=O)c2ccccn2)c2cccnc2)cc1 (stereo not drawn)	1.3	3	0.7	·	·	-5	·	-15	·
COc1ccc(N(CC(=O)NCc2ccc(Cl)cc2)S(=O)(=O)c2c(C)nn(C)c2C)cc1	0.7	4	3.2	-2	2.3	-13	-7	-25	11
N#Cc1cccc(-c2csc(C(O)c3ccco3)n2)c1 (stereo not drawn)	·	·	·	-24	1.1	·	11	·	2
CCc1ccc(NC(=O)C2CCN(c3ncnc4c3nc3n4CCCCC3)CC2)cc1	-0.2	-12	0.5	-12	0.8	-8	-16	-24	3
COC(=O)c1ccc(CSc2nnc(CS(=O)Cc3ccc(Br)cc3)n2-c2ccccc2)cc1 (stereo not drawn)	-1.3	3	-0.3	11	3.5	-3	-4	-21	12
COC(=O)c1c(-c2ccc(OC)c(OC)c2)csc1N	-0.4	-1	1.3	-8	0.8	-14	-2	-11	11
CCC(C(=O)Nc1cc(Cl)ccc1OC)c1ccccc1 (stereo not drawn)	-2.0	-7	-1.6	7	2.0	-11	-12	-17	31
Cc1ccc(S(=O)(=O)N(CC(=O)N2CCC(C)CC2)c2ccccc2)cc1	-1.1	-3	-1.0	13	0.0	-10	6	-7	-5
CCCOc1ccc(C(O)(CCC)CCN2CCCCC2)cc1 (stereo not drawn)	3.1	2	1.3	10	0.5	-11	4	-20	-3
[O-]c1c[n+](-c2ccccc2)no1	0.7	-11	5.3	-9	1.1	-2	-8	-16	13

Further entries follow:
molecule	OXTR agonist	GPR7 antag	V1aR counter	TAAR1 antag	M1 ag parental	OXTR potentiator	CHO-K1 Ca antag	CHO parental Ca	M1 PAM parental
C=CCc1c(C)nc2c(C(=O)O)cnn2c1C	1.3	-5	0.7	·	0.8	7	-12	6	21
CC(C)[C@H](NC(=O)c1ccccc1F)C(=O)NCCc1ccccc1	0.1	-11	0.8	-26	3.1	-2	-20	-22	16
COc1cccc(NC(=S)/C(=C(\[O-])c2ccc(OC(F)F)cc2)[n+]2ccccc2)c1	0.7	1	-0.6	12	-1.1	-6	-1	5	-7
COc1ccc(CN(C)CCCn2cnc3c(SC)ncnc32)cc1OC	·	·	·	-14	-0.1	·	8	·	-12
Cn1c(Cn2c(=O)sc3ccccc32)nnc1SCC(N)=O	0.0	2	0.2	4	0.4	-3	-4	-10	20
NC(=O)C(c1ccc(Cl)cc1)c1ncc(C(F)(F)F)cc1Cl (stereo not drawn)	1.7	0	0.3	10	0.7	0	-7	-18	14
Cc1cc(OCC(=O)N2CCN(c3ccccc3)CC2)c2c(C)cc(=O)oc2c1	-0.5	-13	0.9	-14	0.3	0	-5	-23	2
COc1ccc(-c2c(C#N)c(C)nc3c2C(=O)c2ccccc2-3)cc1	-1.5	-4	0.9	0	1.0	-7	-2	-8	14
Cn1c(SCC(=O)N2CCCCCC2)nc2c(c1=O)SCC2	-1.0	1	6.6	-3	0.7	-4	-11	-19	-3
CCOC(=O)CNC(=O)N1CCC(CCC(=O)N(C)Cc2ccccc2)CC1	1.4	-19	0.3	-10	0.3	4	2	-22	-17
O=C(C[C@@H]1C/C=C\C[C@H](Cc2ccc(F)cc2)C(=O)OC[C@@H](Cc2c[nH]c3ccccc23)NC1=O)NCCO	0.1	·	-0.6	11	0.2	5	-14	-10	15
O=C(N/N=C/c1cc(O)ccc1[N+](=O)[O-])c1ccc2c(c1)OCCO2	-0.3	-1	-0.3	17	0.9	1	-1	-24	4

The listing continues.
molecule	OXTR agonist	GPR7 antag	V1aR counter	TAAR1 antag	M1 ag parental	OXTR potentiator	CHO-K1 Ca antag	CHO parental Ca	M1 PAM parental
COCCNC(=S)Nc1ccc(Cl)c(Cl)c1	5.0	1	6.1	1	5.0	-16	0	1	-3
O=C(NC(=S)Nc1ncc(Br)cc1Br)c1cncc(Br)c1	-0.3	-9	-1.1	10	0.4	1	-8	-17	5
CCCCOC(=O)c1ccc(NC(=O)/C=C/c2cccs2)cc1	-0.4	8	0.6	35	0.6	-14	-13	-10	17
Cc1sc(NC(=O)C2CC(Cl)=CCC2C(=O)O)c(C#N)c1C (stereo not drawn)	-0.8	-1	2.4	-16	-0.3	-8	0	0	6
COc1ccc(S(=O)(=O)N2CCN(Cc3cc(=O)n4ccccc4n3)CC2)cc1	0.2	·	-0.4	-13	4.0	2	-10	-10	6
COc1ccc(OC)c(S(=O)(=O)n2nnc3cc(Cl)ccc32)c1	0.4	-3	0.0	-6	0.8	-2	-23	-2	-3
CCN(CC)c1ccc(S(=O)(=O)N2CCCCC2)cc1NC(=O)CN1C(=O)NC2(CCCC2)C1=O	-1.9	·	-0.8	-8	-0.3	-9	6	-28	10
CC1CC(NC(=O)CC#N)CC(C)(C)C1 (stereo not drawn)	-0.6	-5	0.7	-26	0.8	-5	-12	2	23
CN(C)CCN1CCN(C2CN(Cc3cn(Cc4ccc(C(F)(F)F)cc4)nn3)S(=O)(=O)C2)CC1 (stereo not drawn)	·	·	·	-18	0.0	·	3	·	-8
CCCCCCCC(=O)N/N=C(\C)c1cccnc1	-0.1	-10	-0.1	6	0.1	-9	-6	-5	3
O=C(Cn1c(=O)cnc2ccccc21)NC1CCC(O)CC1 (stereo not drawn)	1.2	·	1.0	-19	0.6	1	-8	-16	-13
COc1ccc(C(=O)NCc2nnc(SCC(=O)NC3=NCCS3)n2C)cc1	1.1	4	-0.7	-22	0.7	-4	-10	10	0

Continued:
molecule	OXTR agonist	GPR7 antag	V1aR counter	TAAR1 antag	M1 ag parental	OXTR potentiator	CHO-K1 Ca antag	CHO parental Ca	M1 PAM parental
O=C1CC(N2CCc3ccccc32)C(=O)N1c1ccc(F)cc1 (stereo not drawn)	-0.9	-10	-0.4	1	0.6	-10	-13	-7	17
COc1cccc(NC(=O)Nc2cc(C(=O)O)ccc2N2CC3CC(C2)c2cccc(=O)n2C3)c1 (stereo not drawn)	-0.1	-10	-0.7	2	3.7	-7	-12	-2	-4
Cc1c(C(=O)OCC(=O)NCCN2C(=O)CSC2=O)cccc1[N+](=O)[O-]	0.7	·	-0.6	-8	-0.2	-3	30*	-17	-19
CCc1ccccc1NC(=O)C(CC)Sc1nc2cc3c(cc2c(=O)n1Cc1ccco1)OCO3 (stereo not drawn)	-0.2	-6	-0.8	-6	0.2	2	0	-12	14
CC(C)(C)NC(=O)C1CCCN(S(=O)(=O)c2cccc3cccnc23)C1 (stereo not drawn)	-0.9	-6	1.0	0	1.7	-4	-4	-18	8
CCn1c(=O)cc(OCC(=O)NCCCN2CC(C)CC(C)C2)c2ccccc21 (stereo not drawn)	-0.5	-3	-0.2	-14	0.6	6	-14	-2	13
O=C(COC(=O)c1ccc(F)cc1)NCCc1ccc(F)cc1	-1.9	1	-0.5	3	0.2	0	-5	-1	-8
O=S(Cc1cc(Sc2ccccc2)nc(-c2ccccc2)n1)c1ccccc1 (stereo not drawn)	-1.5	2	0.3	-11	0.1	-12	2	-24	-10
O=C(NCCc1ccncc1)Nc1ccc(Cl)cc1	-0.2	-3	0.9	-20	0.1	-2	-6	-8	-10
COc1ccc(NC(=O)CC2C(=O)N(c3ccc(OC)cc3)C(=O)N2Cc2ccc(OC)c(OC)c2)cc1 (stereo not drawn)	-0.8	5	0.2	29	2.4	-2	-15	-13	12
Cc1cc(OCCN2CCCC2)cc(C(C)C)c1	2.9	4	1.8	-13	1.0	-3	-2	-7	16
CCCc1cc(=O)oc2cc(C)cc(OC(=O)c3ccco3)c12	-2.0	-3	-1.4	20	1.3	1	-14	-14	15

The list continues.
molecule	OXTR agonist	GPR7 antag	V1aR counter	TAAR1 antag	M1 ag parental	OXTR potentiator	CHO-K1 Ca antag	CHO parental Ca	M1 PAM parental
CC(C)CCNC(=O)c1ccccc1SCC(=O)NC1CCCCCCC1	-2.5	·	0.3	5	3.4	-6	-3	-39	17
COc1ccc(C(C(=O)NCc2ccccc2)N(C(=O)c2snc(C(N)=O)c2N)C2CCCC2)cc1O (stereo not drawn)	1.2	-12	1.2	-2	3.2	-10	-13	-23	8
CCOC(=O)c1cc(-c2ccc(OC)cc2)nc2c1c(C)nn2CCC(N)=S	-0.2	10	0.8	15	0.3	-10	9	-10	-15
Nc1cc(=O)[nH]c(SCC(=O)Nc2cc(S(=O)(=O)N3CCOCC3)ccc2Cl)n1	0.6	-11	1.5	-14	1.3	-4	-9	0	-4
COc1ccccc1-c1cc(C(=O)Nc2sc3c(c2C#N)CCC(C)C3)c2ccccc2n1 (stereo not drawn)	0.4	-4	0.3	-17	0.3	-19	-1	-7	10
CCCc1cc(=O)n2[nH]c(C)c(-c3ccc(Cl)cc3)c2n1	-1.2	2	-0.3	1	0.2	4	-6	-3	19
Cc1[nH]c2ccccc2c1SCC(=O)N1CCC(C)CC1	-1.3	-1	-0.4	15	1.4	-3	-12	-7	7
CC(NC(=O)c1ccccc1[N+](=O)[O-])C1CC2CCC1C2 (stereo not drawn)	-1.1	-8	-0.6	7	1.0	-2	3	-5	10
